# FXIIa inh 1536 = human FXIIa protease inhibitors, primary screen, biochemical, 1536-well; Coagulation factor XII (Homo sapiens), P00748; purified FXIIa, Boc-QGR-AMC fluorogenic substrate, 2 h; inhibition, % at 5 µM; 220,000 tested, 0.3% active; in the data active means inhibition above about 40%;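 further: 0% = enzyme with no compound and 100% = blank without enzyme; many of its hits are not listed in these tables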
# Runt-SMMHC FRET = inhibitors of RUNX1 Runt–CBFb-SMMHC binding, primary screen, biochemical, FRET, Cerulean-Runt, Venus-CBFb-SMMHC, uHTS; Runt-related transcription factor 1 (Homo sapiens) + Core-binding factor subunit beta …; Cerulean-Runt/Venus-CBFb-SMMHC FRET ratio 530/480, 1 h; inhibition, % at 20 µM; 220,000 tested, 0.74% active; AID 1434, 2008;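 active means mean inhibition across duplicate retests at 20 µM reaching about 50%, limit read from the data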;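 further: 0% = DMSO wells and 100% = wells with excess untagged CBFb-SMMHC; inhibitors lower the FRET ratio by blocking Runt binding to CBFb-SMMHC; some results filed as inactive read as strong as hits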
# FXIa inh = human FXIa protease inhibitors, primary screen, biochemical, 1536-well; Coagulation factor XI (Homo sapiens), P03951; purified FXIa, Boc-Glu-Ala-Arg-AMC fluorogenic substrate; inhibition, % at 5 µM; 220,000 tested, 0.14% active; AID 798, 2007;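 active means inhibition of at least 40%; inactive means inhibition below 40%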;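 further: fluorescence of freed AMC excited at 355 nm; 0% = enzyme without compound and 100% = no enzyme blank; many of its hits are not listed in these tables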
# thrombin 1536 = human alpha-thrombin inhibitors, primary screen, counter-screen for coagulation protease inhibitor project, biochemical, 1536-well, fluorogenic AMC substrate; inhibition, % at 5 µM; Boc-VPR-AMC fluorogenic substrate cleavage; Prothrombin (Homo sapiens), P00734; 220,000 tested, 0.26% active; AID 1046, 2008;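 active means inhibition at or above 40%; inactive means inhibition below 40%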;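 further: 0% = enzyme with no compound and 100% = wells without enzyme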
#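 Material: Human alpha-thrombin protein | Buffer or medium: pH 7.5 Tris-saline with Tween 20 | Reagent: Boc-VPR-AMC substrate, 15 µM final | Schedule: Reaction at ambient temperature | Detection: AMC fluorescence at 355 nm excitation and 460 nm emission | Evaluation: Percent inhibition scaled between no-compound controls and no-enzyme blanks | Controls: no-compound enzyme wells and no-enzyme blanks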
# hK5 inh = human KLK5 protease inhibitors, primary screen, biochemical, 1536-well. recombinant hK5, fluorogenic AMC substrate cleavage. 210,000 tested, 0.59% active. Kallikrein-5 (Homo sapiens), Q9Y337. inhibition, % at 5 µM. AID 873, 2007;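 active means inhibition of 40% or more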;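 further: 0% = enzyme controls without compound and 100% = no-enzyme blanks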
# Target sequence (Q9Y337 67-293 limits assumed): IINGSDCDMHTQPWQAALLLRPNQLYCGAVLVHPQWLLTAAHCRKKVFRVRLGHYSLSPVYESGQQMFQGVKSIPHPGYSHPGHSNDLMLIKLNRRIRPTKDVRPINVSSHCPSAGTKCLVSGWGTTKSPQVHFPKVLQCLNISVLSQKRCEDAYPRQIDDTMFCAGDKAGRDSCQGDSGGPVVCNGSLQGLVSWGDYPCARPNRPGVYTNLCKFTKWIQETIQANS
# Hck Nef HTS = inhibitors of Nef-activated human Hck kinase, primary screen, biochemical, Z-Lyte FRET, 384-well, Hck-YEEI. Recombinant Hck-YEEI plus Nef, Z-Lyte FRET kinase assay. inhibition, % at 20 µM. 220,000 tested, 0.68% active;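 active means Hck-Nef kinase inhibition above about 50%, limit read from the data; inactive means inhibition below that limit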;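 further: 0% = DMSO with Hck plus Nef and 100% = Hck alone without Nef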
# Runt-CBFb FRET = inhibitors of RUNX1 Runt–CBFb binding, primary screen, biochemical, FRET, Cerulean-Runt, Venus-CBFb, uHTS; Runt-related transcription factor 1 (Homo sapiens) + Core-binding factor subunit beta …; Cerulean-Runt/Venus-CBFb FRET ratio 530/480, 1 h; inhibition, % at 20 µM; 220,000 tested, 0.46% active;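 active means inhibition over about 50% at 20 µM in the single-dose screen, limit read from the data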;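 further: 0% = DMSO wells and 100% = excess unlabeled CBFb competitor control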
#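 test system = Cerulean-tagged RUNX1 Runt domain (FRET donor) fusion protein | reagent = Venus-CBFb binding partner, 100 nM | incubation = protein complex preformed 1 h, compound exposure 1 h, room temperature, dark | detection = FRET fluorescence | read-out basis = loss of energy transfer signal | controls = 5 µM unlabeled CBFb as full-inhibition high control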
# Wee1 degr inh = Wee1 degradation inhibitors, primary screen, cell-based, HeLa, Wee1K328M-luciferase, luminescence; HeLa Luc-Wee1K328M stability; 100% = proteasome inhibitor MG132 effect; reporter increase, % at 5 µM; 220,000 tested, 1.2% active; AID 1321, 2008;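 active means activation above the mean of all tested compounds plus 3 SD, set per screening run, cut at about 8.8% in these data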;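 further: cells exposed to compound for 20 h before luminescence read; 0% = DMSO alone and 100% = MG132 at 30 µM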
# Target sequence (P30291 whole entry K328M): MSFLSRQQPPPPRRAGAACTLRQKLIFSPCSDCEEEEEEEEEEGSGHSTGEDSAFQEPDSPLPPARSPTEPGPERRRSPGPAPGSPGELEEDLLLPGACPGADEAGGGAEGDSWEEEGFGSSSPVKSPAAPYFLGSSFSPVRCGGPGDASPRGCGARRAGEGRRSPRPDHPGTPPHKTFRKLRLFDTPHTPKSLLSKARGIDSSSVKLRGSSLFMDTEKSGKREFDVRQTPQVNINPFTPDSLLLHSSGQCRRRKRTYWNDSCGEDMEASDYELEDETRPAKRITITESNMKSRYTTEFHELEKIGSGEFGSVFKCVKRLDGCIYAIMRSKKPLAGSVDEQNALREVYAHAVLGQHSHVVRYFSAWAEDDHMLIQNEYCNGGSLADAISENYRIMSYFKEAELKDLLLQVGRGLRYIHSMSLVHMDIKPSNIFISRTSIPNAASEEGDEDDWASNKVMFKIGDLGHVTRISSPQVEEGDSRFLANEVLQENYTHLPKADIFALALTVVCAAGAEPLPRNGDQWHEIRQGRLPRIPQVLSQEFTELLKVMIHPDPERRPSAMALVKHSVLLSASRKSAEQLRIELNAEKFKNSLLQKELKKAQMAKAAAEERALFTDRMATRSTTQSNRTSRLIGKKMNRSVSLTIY
# 14-3-3 Bad PPI = inhibitors of 14-3-3 zeta/Bad binding, primary screen, biochemical, TR-FRET, bovine 14-3-3 zeta; inhibition, % at 21.7 µM; TR-FRET 14-3-3zeta/Dy647-pBad peptide displacement, 1 h; 14-3-3 protein zeta/delta (Bos taurus), P63103; 220,000 tested, 0.71% active; AID 781, 2007;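 active means inhibition above about 70%, limit read from the data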;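 further: 0% = full 14-3-3 plus peptide FRET controls and 100% = background without 14-3-3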
# An asterisk follows results filed as active; · = no result given; [ ] = dose if it differs, or a comment. An unsorted share of the library, and some 4.2% of all compounds hit somewhere here.
SMILES,FXIIa inh 1536,Runt-SMMHC FRET,FXIa inh,thrombin 1536,hK5 inh,Hck Nef HTS,Runt-CBFb FRET,Wee1 degr inh,14-3-3 Bad PPI
O=C(O)c1ccc(N2CC3CC(C2)c2cccc(=O)n2C3)c(NS(=O)(=O)c2cccc(C(F)(F)F)c2)c1 (centres undefined),8.6,4.1,-0.1,0.3,·,4.5,0.5,-2.6,-4.7
N#Cc1c(-c2ccc3c(c2)OCO3)csc1N,21.9,2.7,20.3,0.3,-15.2,4.1,1.6,3.7,25.9
COCCCNC(=O)CCc1c(C)nc2c(-c3ccc(F)cc3)c(C)nn2c1C,1.1,-1.5,-4.2,-10.1,-1.9,6.2,2.6,2.0,0.3
Cc1ccc(C)c2c1[nH]c1ccc([N+](=O)[O-])cc12,13.4,-3.0,2.7,1.7,14.1,-3.4,-5.8,2.7,12.8
O=C1C2C(C(=O)N1/N=C/c1cccc([N+](=O)[O-])c1)C1C=CC2C12CC2 (centres undefined),26.1,1.1,19.5,0.1,-18.1,2.7,-0.2,-1.4,-1.0
Cc1cccc(NNC(=O)C(=O)NNc2cccc(C)c2)c1,7.2,-0.9,2.1,-0.2,-0.6,13.8,-0.3,-1.9,-3.0
CCOc1ccc(CNc2ccc(CNc3ncn[nH]3)cc2)cc1,7.3,4.0,-1.3,-4.5,0.3,0.6,0.2,-0.1,-19.3
CCOC(=O)C1CCCN(c2c(NCCc3ccc(Cl)cc3)c(=O)c2=O)C1 (centres undefined),9.8,-1.4,4.1,-2.7,0.7,-10.0,-0.7,-1.8,-5.3
COc1ccccc1NC(=S)NCCC(c1ccccc1)c1ccccc1,8.1,-3.6,5.3,1.0,-18.3,2.8,0.3,-0.8,-34.4[fluorescence artefact?]
COc1ccccc1-c1ccc(NC2CCCCC2)nn1,8.4,1.4,6.2,13.4,-0.5,0.3,-2.5,-2.6,-13.3
COc1ccc([N+](=O)[O-])cc1N(CC(O)Cn1nnc2ccccc21)S(=O)(=O)c1ccc(C)cc1 (centres undefined),12.5,-1.3,2.3,-1.9,-0.7,-2.9,-2.2,0.3,1.7
Cc1cc(C)n(S(=O)(=O)c2ccc(C(C)(C)C)cc2)n1,11.3,-4.0,4.0,-1.2,-3.8,4.8,-1.4,-2.1,-4.9[fluorescence artefact?]
CCCCNC(=O)Nc1nc2ccccc2s1,2.4,1.2,-4.2,-12.2,-3.3,4.1,-1.0,7.2,-0.3
Oc1ccc(Br)cc1C=Nc1ccc(Cl)cc1,6.7,-23.6,-1.3,-4.1,-2.6,10.5,-7.5,2.0,5.9
COc1ccc(NC(=O)CSc2nc(O)cc(=O)[nH]2)c(OC)c1,13.7,-3.7,-6.8,-2.6,0.3,25.5,5.4,2.5,-3.9
Cc1cccc(NC(=O)CN2C(=O)NC(C)(c3ccc4c(c3)OCO4)C2=O)c1 (centres undefined),1.4,0.2,-3.5,-8.4,-6.8,2.6,-0.2,1.3,1.9[fluorescence artefact?]
O=S(=O)(c1ccc(N=C2NN=C(c3cc(F)ccc3F)CS2)cc1)N1CCOCC1,1.8,33.5,-3.5,-15.4,5.4,39.3,28.0,-3.3,-20.6
O=C(c1cccc(N2CCCC2=O)c1)N1CCN(c2ccccc2)CC1,8.3,-7.5,2.4,-8.3,-7.0,-0.3,3.2,0.5,0.0
COC(=O)C1=C(C)OC(N)=C(C#N)C1c1cc2cc(C)ccc2nc1Cl (centres undefined),9.3,-3.9,-3.2,-7.3,-1.7,22.1,0.0,-1.4,-7.7
CC(=O)Nc1ccc(S(=O)(=O)NCCNC(=O)c2ccccc2F)cc1,14.0,-4.4,-1.5,3.4,-6.5,0.5,-2.2,-0.3,-1.2
CCCn1c(CC)nc([N+](=O)[O-])c1S(=O)(=O)c1ccccc1,-2.1,1.4,1.2,-3.8,1.3,0.9,3.4,-0.7,10.2
CCc1cccc(C)c1NC(=S)NCCc1c(C)[nH]c2ccc(C)cc12,4.3,2.8,1.4,0.4,-3.4,-3.9,1.2,0.5,-3.9
CCN(C(=O)c1cnc2scc(C)n2c1=O)c1ccccc1C,5.1,1.6,-3.2,6.7,10.3,-2.9,0.7,-0.8,4.1
Cc1ccc(Cl)cc1N1CCN(S(=O)(=O)c2cnc[nH]2)CC1,13.4,-1.0,0.4,-4.7,0.2,0.7,0.4,-1.4,4.4
CC1CCN(C(c2cccs2)c2nnnn2Cc2ccccc2)CC1 (centres undefined),13.3,2.5,-1.6,1.2,2.6,-25.9,-4.0,-1.6,79.2*
CC(=O)Nc1ccc2nc3ccccc3nc2c1,1.9,81.5,-3.5,-12.4,-4.6,-28.0,-143.8,23.7*,-1.4
N#CCCCn1c(-c2ccccc2)noc1=O,5.7,-4.5,-6.2,-6.3,-11.7,3.6,0.9,-2.3,2.6
CCOC(=O)c1[nH]c2ccc(F)cc2c1NC(=O)CN1CCN(C/C=C/c2ccccc2)CC1,-0.4,2.0,6.2,3.8,5.2,-0.5,0.5,1.9,-7.4
CCCCOc1ccc(C2CCC(C(C)=O)C(C)C2)cc1 (centres undefined),5.0,-4.7,0.6,-2.7,1.5,23.5,-5.9,2.5,-3.6
CCN(CC)S(=O)(=O)c1ccc(C)c(NC(=O)CN(C)C)c1,7.7,4.7,0.8,-5.5,-4.6,0.5,1.6,3.0,9.0
CSCCC1NC(=O)N(C(C)C(=O)Nc2cc(Cl)cc(Cl)c2)C1=O (centres undefined),10.0,-6.3,-2.5,5.6,-6.9,1.9,-0.1,-1.6,-7.7
COC(=O)C1=CNC=C(C(=O)OC)C1c1cccc(OC)c1,-17.2,100.4*,-4.0,-8.7,-328.6,38.6,41.8,3.5,-3.8
CCOc1ccc(S(=O)(=O)N2CCc3ccccc3C2)cc1,12.9,-0.8,6.2,0.1,6.4,-1.8,2.6,-0.9,7.3
COC(=O)CSc1nc2cc(OC)ccc2n1C,11.1,0.2,7.3,3.2,0.9,1.0,-1.2,-1.6,5.9
CCOC(=O)C1C(=O)OC(C)(C)C1C(CC)C(=O)c1c(C)cc(C)cc1C (centres undefined),-0.2,0.7,-4.4,-10.2,-4.4,13.9,-1.7,7.8,8.6
COc1ccc(OCCNC(=O)c2cccc(Oc3ccc(C(F)(F)F)cc3[N+](=O)[O-])c2)cc1,10.8,-4.8,8.1,-3.7,-17.7,0.1,-2.4,0.5,-7.0
O=C(NCCSc1ccc(Cl)cc1)c1ccc(CN2CCOCC2)cc1,3.1,3.5,0.2,-4.5,4.8,22.5,-1.0,-2.8,-13.2
Cc1ccc(-n2nc(C)c3c2OC(N)=C(C#N)C3c2ccccc2F)cc1 (centres undefined),-16.1,-15.0,-15.9,-6.1,-3.6,-1.0,-3.1,-1.0,-21.8
CC(C)CCC(CCN1CCCC1)c1ccc2c(c1)OCO2 (centres undefined),9.7,1.3,0.2,5.2,-5.2,4.4,2.4,-2.5,49.4
Nc1c(N(C(=O)Nc2ccc(Cl)c(Cl)c2)C2CCCC2)c(=O)[nH]c(=O)n1Cc1ccccc1,4.2,0.7,-1.8,-1.1,12.0,3.4,1.4,0.2,11.9
CCOC(=O)c1oc2ccc(S(=O)(=O)Nc3ccc4c(c3)n(C)c(=O)n4C)cc2c1C,7.6,-10.8,3.2,1.1,3.5,0.1,-6.2,1.2,-1.7
COC(=O)C1=C(O)/C(=C\c2cc(C)n(-c3ccccc3F)c2C)N=C1C,1.7,7.6,1.1,0.9,-19.3,15.8,·,4.1,5.2
N#C/C(=C/c1cn[nH]c1-c1ccc(Br)cc1)C(=O)O,-9.8,3.4,-10.6,-4.1,-25.7,8.4,·,-1.5,2.4
O=[N+]([O-])c1ccc2nc(-c3ccccc3)[nH]c2c1,14.2,-2.8,9.1,-1.8,-19.2,3.7,0.1,0.7,4.3
CCN(CC)CCCNCC(=O)Nc1cc(C)on1,8.9,-1.2,5.1,5.4,-6.4,8.3,2.4,1.1,40.7
Cc1ccc(/C=C2\SC(=S)N(CC(=O)Nc3cccnc3)C2=O)cc1,6.4,-1.2,1.8,-6.6,4.9,25.4,-1.0,6.1,-22.0
O=C1c2ccccc2C(=O)N1CCCP(=O)(O)CCc1ccccc1,-13.4,3.8,-12.7,-5.7,22.6,0.5,3.3,2.0,0.2
O=C(CCc1ccccc1)NCc1ccccn1,11.6,-0.3,1.9,0.7,-2.2,-4.2,1.3,2.8,8.3
CS/C(N)=N/C(=S)Nc1cccc(Cl)c1,1.6,-3.7,-2.1,-5.0,-4.9,15.8,-1.6,1.2,-11.5
CCOC(=O)c1cnc(-n2nc(C)cc2C)nc1Nc1cccc(C(=O)O)c1,9.7,2.0,-3.4,-4.6,-8.3,2.3,-0.8,-1.4,4.5
O=C(c1ccccc1)N1CCC(c2nc3c(nnn3Cc3ccccc3Cl)c(=O)[nH]2)CC1,-8.8,-6.7,1.3,-15.4,4.4,-11.1,-1.9,-1.0,0.2
CCOC(=O)c1ccc(S(=O)(=O)Nc2cc(C(=O)O)ccc2Cl)cc1,·,3.8,-0.1,-4.9,3.3,-8.4,15.5,-1.7,-0.8

# In a second layout: results already given
SMILES	FXIIa inh 1536	Runt-SMMHC FRET	FXIa inh	thrombin 1536	hK5 inh	Hck Nef HTS	Runt-CBFb FRET	Wee1 degr inh	14-3-3 Bad PPI
CC1CCN(C(c2cccs2)c2nnnn2Cc2ccccc2)CC1 (centres undefined)	13.3	2.5	-1.6	1.2	2.6	-25.9	-4.0	-1.6	79.2*
CC(=O)Nc1ccc2nc3ccccc3nc2c1	1.9	81.5	-3.5	-12.4	-4.6	-28.0	-143.8	23.7*	-1.4
N#CCCCn1c(-c2ccccc2)noc1=O	5.7	-4.5	-6.2	-6.3	-11.7	3.6	0.9	-2.3	2.6
CCOC(=O)c1[nH]c2ccc(F)cc2c1NC(=O)CN1CCN(C/C=C/c2ccccc2)CC1	-0.4	2.0	6.2	3.8	5.2	-0.5	0.5	1.9	-7.4
CCCCOc1ccc(C2CCC(C(C)=O)C(C)C2)cc1 (centres undefined)	5.0	-4.7	0.6	-2.7	1.5	23.5	-5.9	2.5	-3.6

# Screens (PubChem)
